# Source: PubChem BioAssay
# TEAD-YAP block: TEAD-YAP interaction inhibition; HEK-TIYL cells, TEAD-Gal4/YAP UAS-luciferase luminescence; inhibition, % at 9.12 µM; actives 1.4% (n = 640,000); AID 1259422; in the data active means inhibition above about 32%;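 further: 0% = median of test compound wells and 100% = reference inhibitor wells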
# MITF primary: blocks human microphthalmia-associated transcription factor; O75030; AlphaScreen MITF homodimerization, bead proximity signal; inhibition, % at 2.6 µM; actives 0.91% (n = 650,000); AID 1259374; in the data active means inhibition above about 50%;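 further: 0% = vehicle wells with protein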
# FBW7 activator: human FBW7 E3 ligase activation, primary screen; Q969H0; AlphaScreen FBW7–phospho-cyclin E peptide binding, activator screen; normalized activity (activation), % at 26.1 µM; actives 0.13% (n = 650,000); AID 1259310; in the data active means normalized activity above about 1.9%;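 further: purified mutant Fbw7 with reduced substrate affinity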
# Target sequence (Q969H0 whole entry, looked up): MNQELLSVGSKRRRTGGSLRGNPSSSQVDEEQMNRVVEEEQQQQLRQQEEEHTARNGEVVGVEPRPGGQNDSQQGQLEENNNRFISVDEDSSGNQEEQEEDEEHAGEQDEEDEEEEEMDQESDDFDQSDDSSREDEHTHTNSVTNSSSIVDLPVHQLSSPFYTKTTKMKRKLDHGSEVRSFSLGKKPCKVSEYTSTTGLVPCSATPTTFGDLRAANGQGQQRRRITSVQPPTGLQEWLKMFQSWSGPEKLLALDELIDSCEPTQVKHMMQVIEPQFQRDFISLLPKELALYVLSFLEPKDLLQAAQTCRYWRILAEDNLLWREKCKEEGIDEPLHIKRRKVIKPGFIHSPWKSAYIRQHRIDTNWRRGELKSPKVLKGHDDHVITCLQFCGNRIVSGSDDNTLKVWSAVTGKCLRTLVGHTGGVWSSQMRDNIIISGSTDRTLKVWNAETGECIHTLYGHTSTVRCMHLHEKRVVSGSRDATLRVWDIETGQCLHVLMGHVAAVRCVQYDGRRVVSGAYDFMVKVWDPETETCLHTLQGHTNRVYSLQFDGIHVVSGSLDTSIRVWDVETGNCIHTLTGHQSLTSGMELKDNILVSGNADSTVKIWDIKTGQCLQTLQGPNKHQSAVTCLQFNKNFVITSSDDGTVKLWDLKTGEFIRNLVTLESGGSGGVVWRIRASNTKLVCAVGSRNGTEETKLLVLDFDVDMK
# GPR151 ag: activators of human GPR151; activation, % at 11.2 µM; actives 1% (n = 650,000); PathHunter beta-arrestin GPR151 cells, luminescence; in the data active means activation above about 4.9%;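 further: 0% = median of compound wells and 100% = cells with positive control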
# Target sequence (Q8TDV0 whole entry, looked up): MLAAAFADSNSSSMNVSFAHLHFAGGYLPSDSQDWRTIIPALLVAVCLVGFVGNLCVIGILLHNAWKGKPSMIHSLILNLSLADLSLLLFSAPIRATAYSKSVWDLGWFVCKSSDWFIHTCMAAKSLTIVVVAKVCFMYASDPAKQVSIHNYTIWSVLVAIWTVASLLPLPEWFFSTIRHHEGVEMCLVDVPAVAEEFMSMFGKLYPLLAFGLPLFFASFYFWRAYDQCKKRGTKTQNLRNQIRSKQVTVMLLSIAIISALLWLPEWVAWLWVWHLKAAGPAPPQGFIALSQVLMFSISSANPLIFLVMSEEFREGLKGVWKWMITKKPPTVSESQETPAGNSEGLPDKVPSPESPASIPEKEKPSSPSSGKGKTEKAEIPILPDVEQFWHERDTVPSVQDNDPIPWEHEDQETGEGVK
# Active calls of the source: *. Outcome played no part in choosing rows; about 3.5% have a hit in one of these screens.
SMILES	TEAD-YAP block	MITF primary	FBW7 activator	GPR151 ag
Cc1ccc(C2C=C(c3ccc4c(c3)OCO4)Nc3ncnn32)cc1 (configuration not stated)	-12.4	4.4	-0.1	-1.2
CCOC(=O)C1=C(CSc2nc(CC)c(C)cc2C#N)OC(N)=C(C#N)C1c1cccc(OCc2ccccc2)c1 (configuration not stated)	-9.8	8.4	0.0	-0.3
COc1cc(/C=C2\C=C(c3ccc(C)cc3)OC2=O)ccc1OC(C)=O	6.5	8.7	0.3	-0.1
COc1cccc(C(=O)Nc2ccc(NC(=O)c3cc4ccccc4o3)c(OC)c2)c1	-7.2	-10.4	-0.3	-0.6
CCC(=O)NC(=S)Nc1ccc(C(=O)O)cc1	-22.7	-6.1	0.1	-1.7
CC(CC(=O)Nc1nc2ccccc2[nH]1)n1ccnc1 (configuration not stated)	-3.9	4.5	0.2	1.0
Cc1ccc(NC(=S)N/N=C/c2cccnc2)cc1Cl	-14.3	-0.9	-0.2	-0.4
CNC(=O)c1ncccc1Nc1cc(Nc2ccc(C(=O)N(C)C)cn2)ncc1C(F)(F)F	72.3*	-2.4	0.2	-0.2
Nn1c(COc2ccccc2)nnc1SCC(=O)Nc1nc2ccccc2s1	-51.4	14.5	1.2	0.1
Cc1ccc(S(=O)(=O)Nn2c(SCC(=O)N3CCN(c4ccccc4)CC3)nc3ccccc3c2=O)cc1	12.3	1.7	0.0	-1.0

# Reprinted at random: two entries already listed.
SMILES	TEAD-YAP block	MITF primary	FBW7 activator	GPR151 ag
COc1cccc(C(=O)Nc2ccc(NC(=O)c3cc4ccccc4o3)c(OC)c2)c1	-7.2	-10.4	-0.3	-0.6
CCC(=O)NC(=S)Nc1ccc(C(=O)O)cc1	-22.7	-6.1	0.1	-1.7

# The list continues.
SMILES	TEAD-YAP block	MITF primary	FBW7 activator	GPR151 ag
COc1ccc2c(c1)CC(c1cnc3cc(-c4cn[nH]c4)ccc3n1)CO2 (configuration not stated)	-0.3	-10.2	-0.4	-0.4
C=C(C)CN1C(=O)NC(CC)(C2CCN(Cc3ccccc3C)CC2)C1=O (configuration not stated)	-24.6	18.3	0.5	-0.3
Cc1nnc(NC(=O)CCCOc2ccccc2C)s1	7.0	-0.4	0.7	-0.2
COc1cc(CNn2cnnc2)ccc1OCC(=O)NC1CCCCC1	4.8	8.3	0.1	0.5
Cc1ccc(OCCN2CC(C)OC(C)C2)c(Cl)c1 (configuration not stated)	-9.9	64.5*	-0.2	0.9
COc1cccc(C2/C(=C(/O)c3ccc(Br)cc3)C(=O)C(=O)N2CCCn2ccnc2)c1 (configuration not stated)	8.6	32.7	0.1	0.7
Cc1cc(Nc2ccc(C)c(F)c2)n2nnnc2n1	-1.6	-3.4	-0.1	-0.9
O=C(c1cnn2c(C(F)F)cc(-c3ccccc3)nc12)N1CCN(c2ncccn2)CC1	-6.8	12.6	-0.1	0.6
Cc1cc(N)n(-c2ncnc3sc4c(c23)CCCCC4)n1	3.4	3.3	0.7	-2.0
COc1ccc(CNC(=S)NC2CC2)cc1	7.7	1.8	-0.1	-1.0
CC(=O)c1c(C)oc2ccc(NS(=O)(=O)c3cccc([N+](=O)[O-])c3)cc12	16.6	4.9	-0.3	-0.2
Cc1ccc(C)c(OCC(=O)Nc2ccc(C(=O)O)cc2)c1	-24.2	-1.8	0.0	-1.8
CC1=CC(C)(C)NC(=O)N1c1ccc(C)cc1	0.0	7.6	0.4	-2.0
CCc1ccc(NC(=O)c2cc(S(=O)(=O)NCC3COc4ccccc4O3)ccc2F)cc1 (configuration not stated)	12.7	3.3	-0.1	2.3
O=C(Nc1ccc(S(=O)(=O)NC2CCCC2)cc1)c1ccco1	9.6	8.2	-0.1	-0.3
O=C(NCC1CCCO1)c1c[nH]c2ccc(S(=O)(=O)N3CCc4ccccc4C3)cc2c1=O (configuration not stated)	-6.0	7.7	-0.1	-1.0
CCOC(=O)C(C)NC(=O)Cn1ncc2c(=O)oc3ccccc3c21 (configuration not stated)	4.1	-4.5	0.2	1.2
Cc1cc(NCCc2ccc(O)cc2)nc(N2CCN(Cc3ccc4c(c3)OCO4)CC2)n1	2.5	25.7	0.2	-1.0
O=C(CCc1ccccc1)NC1(C(F)(F)F)N=C(c2ccccc2)NC1=O (configuration not stated)	-0.2	17.8	0.7	-0.4
O=C(CNCc1cccnc1)Nc1ccccc1	0.5	40.2	-0.2	-0.3
COc1ccc2c(c1)CC(C(=O)Nc1ccc(-c3cn[nH]c3C)cc1N(C)CCN1CCCC1)CO2 (configuration not stated)	2.1	0.9	1.6	-2.1
COC(=O)c1ccc(NC(=O)C23CCC(C)(C(=O)C2Br)C3(C)C)cc1 (configuration not stated)	1.4	7.5	0.1	1.2
S=C(NCc1ccco1)Nc1ccc(N2CCOCC2)c2nonc12	-11.3	4.1	-1.0	-0.9
Cc1[nH]c2ccccc2c1C(=O)COC(=O)CC(NC(N)=O)c1ccc(Cl)cc1 (configuration not stated)	-4.8	-6.5	0.0	0.8
O=C(Cn1nnc(-c2ccccc2)n1)NC(c1ccccc1)c1ccccc1	1.1	-10.7	0.0	0.0
CC(C)CC(NC(N)=O)C(=O)OCC(=O)Nc1ccc(Cl)c([N+](=O)[O-])c1 (configuration not stated)	2.1	11.8	0.1	-2.1
COc1ccc(C2CC(=O)C3=C(C2)NC(C)=C(C(=O)OC2CCCC2)C3c2ccc(OCc3ccccc3)cc2)cc1 (configuration not stated)	-2.6	-6.3	0.1	3.8
CCCCCCn1c(=O)c2c(nc3n2CCCN3c2ccccc2)n(C)c1=O	-5.5	4.2	0.0	1.2
Cc1ccc(Cn2cc(SCC(N)=O)c3ccccc32)cc1	16.3	-18.0	0.0	0.4
O=C(Nc1ccncc1)c1cc(Cl)ccc1Cl	14.3	-8.6	0.0	0.1

# Laid out differently: results already given
> Cc1ccc(NC(=S)N/N=C/c2cccnc2)cc1Cl
  TEAD-YAP block = -14.3 | MITF primary = -0.9 | FBW7 activator = -0.2 | GPR151 ag = -0.4

> CNC(=O)c1ncccc1Nc1cc(Nc2ccc(C(=O)N(C)C)cn2)ncc1C(F)(F)F
  TEAD-YAP block = 72.3* | MITF primary = -2.4 | FBW7 activator = 0.2 | GPR151 ag = -0.2

> Nn1c(COc2ccccc2)nnc1SCC(=O)Nc1nc2ccccc2s1
  TEAD-YAP block = -51.4 | MITF primary = 14.5 | FBW7 activator = 1.2 | GPR151 ag = 0.1

> Cc1ccc(S(=O)(=O)Nn2c(SCC(=O)N3CCN(c4ccccc4)CC3)nc3ccccc3c2=O)cc1
  TEAD-YAP block = 12.3 | MITF primary = 1.7 | FBW7 activator = 0.0 | GPR151 ag = -1.0

# The listing continues.
SMILES	TEAD-YAP block	MITF primary	FBW7 activator	GPR151 ag
CC1CCc2c(sc3ncn4nnnc4c23)C1 (configuration not stated)	-0.6	11.8	-0.1	2.1
CC(C)=NNC(=O)COc1cc(Cl)c(Cl)cc1Cl	10.7	-2.1	0.1	0.3
COc1cc(NS(=O)(=O)c2ccc(NC(=O)c3cccc([N+](=O)[O-])c3)cc2)ncn1	-2.4	-0.3	-0.1	-0.5
O=C(C1CCCN(S(=O)(=O)c2ccc(Br)cc2)C1)N1CCOCC1 (configuration not stated)	1.8	6.3	-0.1	-0.1
COC(=O)C1=C(C)N(C)C(=O)NC1c1ccc(O)c(Cl)c1 (configuration not stated)	-6.8	-6.6	-0.1	0.7
CN(C)C(=O)N1CCCC(C(=O)NCc2ccccc2)C1 (configuration not stated)	-9.1	9.8	0.2	0.6
COc1ccccc1NC(=O)C1=C(C)NC(SCC(=O)Nc2ccc(F)cc2)=C(C#N)C1c1ccco1 (configuration not stated)	0.4	-5.0	0.2	1.1
c1ccc(CNc2nc(Nc3ccccc3)nc(N3CCCCC3)n2)cc1	-1.3	2.0	-0.8	0.9
CCOc1ccc(/C=C2\C(=O)Nc3ccc(C)cc32)cc1	-4.1	10.6	0.1	-1.3
CN(C)c1ccc(/C=C(\NC(=O)c2ccc([N+](=O)[O-])cc2)C(=O)NN)cc1	7.2	24.5	-0.1	-0.9
O=C(Nc1ccc(-c2nc3cc(NC(=O)C(F)(F)F)ccc3o2)c(O)c1)C(F)(F)F	-45.5	15.5	1.0	-0.6
CNC(=O)c1cccc(Nc2ccnc(Nc3ccccn3)c2)c1	-54.0	8.8	-1.0	-4.2
CC(C)(C)c1ccc(C(=O)NCC(=O)NNC(=O)/C=C/C(=O)O)cc1	-2.3	15.1	0.1	0.7
Cc1cccnc1NC(c1ccc([N+](=O)[O-])cc1)c1ccc2cccnc2c1O (configuration not stated)	69.6*	48.5	-1.9	-1.4
O=S(=O)(NCCc1ccccc1)c1ccc(F)c(Cl)c1	-3.1	-7.8	-0.1	-0.1
Cc1ccc2nc(CN3C(=O)C(=O)N(C4CCCC4)C3=O)cn2c1	5.0	8.2	0.1	-2.1
C=CCN1C(=O)C(C)(C)COc2ccc(NS(=O)(=O)c3ccc4c(c3)OCCO4)cc21	3.3	-8.1	0.0	1.9
CC(C)Cn1c(=O)c(C(=O)Nc2cccc(F)c2)c(O)c2ccccc21	12.1	0.8	-0.1	0.1
O=C(NCc1cccc(C(F)(F)F)c1)c1cnc(N2CCCC2CO)s1 (configuration not stated)	4.2	7.1	1.2	-2.7
Cc1ccc2cc(C#N)c(NCCNS(=O)(=O)c3ccccc3F)nc2c1C	0.9	-13.5	0.2	0.3

# More compounds.
# Below each compound – TEAD-YAP block, MITF primary, FBW7 activator, GPR151 ag
> CC1=CC2=NC(=O)/C(=C\c3ccc(OC(=O)c4ccccc4)c(Cl)c3)C(=N)N2O1
 : 3.5, 7.0, -0.2, -0.3
> O=C(Cn1c(=O)n(-c2ccc(F)cc2)c(=O)c2oc3ccccc3c21)NCC1CCCO1 (configuration not stated)
 : -1.7, 25.4, -0.1, -0.2
> CCOC(=O)C1=C(C)N=c2s/c(=C\c3cn(Cc4ccccc4Cl)c4ccccc34)c(=O)n2C1c1ccc(C(C)C)cc1 (configuration not stated)
 : -0.1, -30.8, 0.0, 0.4
> Nc1c(C(=O)NCc2ccccc2)sc2nc3c(c(-c4cccs4)c12)CCCCC3
 : 0.7, 13.9, 0.6, 0.1
> CCOc1cc(C(=O)NC(C)(C)C)cc(OCC)c1OCC
 : 0.2, -0.6, -0.1, 3.7
> O=C(CNC(=O)C1CCCCC1)NNC(=O)c1ccc(-c2ccccc2)cc1
 : -7.0, -14.4, -0.2, -0.1
> COc1ccccc1CNCc1c(C(=O)O)n(Cc2ccccc2Cl)c2ccccc12
 : -2.3, -6.5, -0.1, 0.8
> COCC(=O)Nc1c(C(=O)Nc2ccc(F)cc2)oc2ccccc12
 : -17.4, -4.0, 0.1, 0.7
> O=C(COC(=O)COc1ccc(Cl)cc1)Nc1cccnc1Cl
 : -1.6, 0.6, 0.0, 2.1
> CCSc1nc2scc(C(F)(F)F)n2c(=O)c1C(=O)N1CC(C)CC(C)C1 (configuration not stated)
 : -19.4, 4.4, -0.1, 0.7
> CCCCN1C(=O)c2c(Oc3cccc(NC(C)=O)c3)cc([N+](=O)[O-])cc2Oc2ccccc21
 : 17.7, -5.4, -0.1, -0.2
> CCc1ccccc1NC(=O)c1ccc(N(CC)Cc2ccccc2)c([N+](=O)[O-])c1
 : 0.9, -2.0, -0.2, 1.9
> c1ccc(-c2nc(-c3cccnc3)cc(N3CCc4ccccc4C3)n2)nc1
 : -0.7, -7.8, -0.7, 0.5
> CC1CN(c2nccc(CN3CCC(c4nc(-c5cccnc5)n[nH]4)CC3)n2)CC(C)O1 (configuration not stated)
 : 8.4, 0.7, -0.1, 1.0
> CCOC(=O)c1nn(-c2ccc(F)c(Cl)c2)cc1O
 : -26.4, 11.7, 0.2, 1.1
> COc1ccc(/C=C(/C#N)S(=O)(=O)c2ccccc2)cc1Cn1nc(C)cc1C
 : -12.0, -0.6, -0.2, 0.5
> CCCCn1c(CNC(=O)c2cccs2)nnc1SCC(=O)OCC
 : -4.0, -1.4, 0.2, -0.1
> O=C(NCC1Cc2cccc(-c3ccncc3)c2O1)c1cc(F)cc(F)c1 (configuration not stated)
 : -5.5, -18.9, -0.4, 0.5
> O=C(CN1CCC(c2nnc(-c3ccco3)o2)CC1)Nc1cc(F)ccc1F
 : -0.4, 13.2, 0.9, 3.1
> NC(=O)c1ccsc1NC(=O)COC(=O)c1nn(-c2ccccc2)c(=O)c2ccccc12
 : -4.1, 5.1, 0.1, -0.5
> COc1ccc(C2C(C(=O)Nc3cc(OC)ccc3OC)c3ccccc3C(=O)N2C2CCCCC2)cc1 (configuration not stated)
 : -2.3, 2.3, -0.1, -0.4
> O=C(NCc1cccnc1)c1ccc2c(=O)n(Cc3ccco3)c(=S)[nH]c2c1
 : 5.0, 2.9, 0.1, -0.8
> Cc1ccc(OCC(=O)Nc2ccc(S(=O)(=O)Nc3cc(C)nc(C)n3)cc2)c(C)c1
 : 13.8, 16.3, 0.1, -1.2
> O=C(Nc1ccc(Cl)cc1F)c1cc(S(=O)(=O)NCc2ccccc2)ccc1F
 : -5.1, 6.2, 0.0, -3.1
> CN(C)CCCNC(=S)Nc1cccc(Cl)c1Cl
 : -14.5, -0.6, 0.6, -1.0
> Cc1ccc2c(c1)-c1c(cnn1CC(=O)NC(C)CCc1ccco1)CO2 (configuration not stated)
 : 2.5, 5.2, -0.3, 1.2
> CCCCCCc1ccc(-c2ccc(C(=O)OCC)cc2)nc1
 : 4.2, 18.9, 0.2, 0.0
> CC(=O)c1ccc(-n2nnnc2SCC(=O)Nc2cccc(C(C)=O)c2)cc1
 : -5.2, 6.1, 0.2, -0.3
> COc1ccc(/C=N/Nc2nnc3c(n2)[nH]c2ccccc23)cc1OC
 : -29.4, -20.0, -0.5, -0.6
